# SUMO1-SIM PPI: modulators of SUMO1 protein-protein interactions, primary screen, biochemical, uHTS; Small ubiquitin-related modifier 1 (Homo sapiens), P63165; SUMO1 binding to a labelled peptide, TR-FRET, 1 h; inhibition, % at 20 µM; 360,000 tested, 0.33% active; AID 602429, 2012; in the data active means inhibition above about 37%
# CSN inh: inhibitors of CSN-mediated cullin deneddylation, primary screen, biochemical, fluorescence polarization, uHTS; COP9 signalosome complex subunit 5 (Homo sapiens), Q92905; Purified CSN, SCF-Nedd8-OG deneddylation; inhibition, % at 12.5 µM; 360,000 tested, 0.38% active; AID 651999, 2013;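 active means pattern-corrected inhibition above about 35%, with an unprinted fluorescence ratio check between 0.5 and 1.5, limit read from the data, passing the limit was not always enough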;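 further: 0% = enzyme with substrate and 100% = substrate without enzyme; some results filed as inactive read as strong as hits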
#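 Test system: purified human Csn5 enzyme expressed in HEK293T cells. Amount: 0.24 nM enzyme. Reagent: SCFSkp2-Nedd8OG substrate at 10 nM final. Schedule: 90 min incubation of compound, enzyme and substrate at room temperature. Detection: fluorescence polarization. Read-out: % inhibition of substrate cleavage by Csn5.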
# Rpn11 inh: Rpn11 (PSMD14) deubiquitinase inhibitors, primary screen, biochemical, fluorescence polarization, uHTS; 26S proteasome non-ATPase regulatory subunit 14 (Homo sapiens), O00487; 360,000 tested, 0.59% active; human 26S proteasome, Ub4-pepOG fluorescence polarization; 20S core pre-blocked with epoxomicin; calls only at 20 µM;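 active means inhibition at 20 µM, scaled to each plate's controls, above about 33%, limit read from the data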
# LMPTP block: LMPTP phosphatase inhibitors, primary screen, biochemical, fluorescence intensity, uHTS. recombinant LMPTP-A, OMFP fluorogenic substrate. inhibition, % at 20 µM. 360,000 tested, 0.22% active. AID 651560, 2012;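 active means compounds that cut the enzyme signal by at least half of the control window in the single-dose screen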;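 further: plate controls were DMSO wells with enzyme plus substrate for no effect and substrate without enzyme for full effect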
#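 Test system – LMPTP-A phosphatase enzyme · Quantity – 0.625 nM LMPTP-A final · Reagent – OMFP substrate, 400 µM final · Dosing – one test concentration per compound, 20 µM, with 3% DMSO overall · Timing – 50 min enzyme reaction at room temperature, protected from light · Detection – fluorescence intensity · Controls – substrate-only low control, DMSO enzyme-plus-substrate high control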
# STEP inh: STEP phosphatase inhibitors, primary screen, biochemical, fluorescence intensity, uHTS; 360,000 tested, 0.25% active; inhibition, % at 20 µM; recombinant STEP, OMFP fluorogenic substrate;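 active means inhibition at 20 µM, scaled per plate between control wells, above about 37%, limit read from the data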;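 further: 0% = DMSO with enzyme and substrate and 100% = substrate only without enzyme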
#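 Material: STEP (striatal-enriched tyrosine phosphatase) enzyme, cell-free | Medium: 50 mM Bis-Tris pH 6.0 with 2.5 mM DTT and 0.005% Tween 20 | Read-out: Percent inhibition scaled to no-enzyme and uninhibited-enzyme controls, plate-pattern corrected | Signal: Fluorescence read at 480 nm ex / 540 nm em | Times: 20 min reaction, room temperature, in the dark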
# DNMT1 block: human DNMT1 methyltransferase inhibitors, primary screen, biochemical, molecular beacon, fluorescence, HinP1I cleavage, uHTS | DNA (cytosine-5)-methyltransferase 1 (Homo sapiens), P26358 | inhibition (reported as % activation of signal), % at 10 µM | 360,000 tested, 0.83% active | AID 588458, 2011; in the data active means inhibition above about 50%
# Target sequence (P26358 504-1616 limits assumed): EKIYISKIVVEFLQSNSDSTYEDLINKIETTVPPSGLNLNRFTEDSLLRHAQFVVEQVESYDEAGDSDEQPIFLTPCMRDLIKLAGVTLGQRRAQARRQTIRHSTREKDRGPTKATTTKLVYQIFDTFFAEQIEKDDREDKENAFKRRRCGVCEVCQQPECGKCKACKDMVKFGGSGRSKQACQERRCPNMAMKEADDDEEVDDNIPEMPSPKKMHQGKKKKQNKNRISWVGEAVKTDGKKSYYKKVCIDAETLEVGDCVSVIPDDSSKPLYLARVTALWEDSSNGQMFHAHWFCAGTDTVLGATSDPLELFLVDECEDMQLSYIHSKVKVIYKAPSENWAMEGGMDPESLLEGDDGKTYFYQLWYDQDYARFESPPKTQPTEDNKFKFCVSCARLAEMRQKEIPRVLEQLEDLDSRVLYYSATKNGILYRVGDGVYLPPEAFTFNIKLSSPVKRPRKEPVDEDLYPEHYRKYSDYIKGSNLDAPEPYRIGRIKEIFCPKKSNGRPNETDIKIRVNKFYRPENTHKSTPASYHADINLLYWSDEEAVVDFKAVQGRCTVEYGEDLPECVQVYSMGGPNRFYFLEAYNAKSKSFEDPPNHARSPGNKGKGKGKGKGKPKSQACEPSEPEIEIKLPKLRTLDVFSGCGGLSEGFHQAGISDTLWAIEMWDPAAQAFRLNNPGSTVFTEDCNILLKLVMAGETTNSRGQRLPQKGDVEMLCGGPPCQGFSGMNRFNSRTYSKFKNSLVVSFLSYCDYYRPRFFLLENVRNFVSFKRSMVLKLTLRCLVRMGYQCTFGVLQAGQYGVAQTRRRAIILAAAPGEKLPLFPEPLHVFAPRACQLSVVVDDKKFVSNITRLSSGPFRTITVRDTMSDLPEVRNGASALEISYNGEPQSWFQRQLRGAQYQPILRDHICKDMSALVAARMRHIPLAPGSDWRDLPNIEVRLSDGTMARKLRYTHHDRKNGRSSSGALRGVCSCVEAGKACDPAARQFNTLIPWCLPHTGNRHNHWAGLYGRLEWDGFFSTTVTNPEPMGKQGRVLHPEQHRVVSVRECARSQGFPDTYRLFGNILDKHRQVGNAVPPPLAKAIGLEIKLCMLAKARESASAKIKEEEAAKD
# MLLE-PAM2 inh: inhibitors of PABP1 MLLE–PAM2 peptide binding, primary screen, biochemical, fluorescence polarization, FITC-PAM2, GST-MLLE; Polyadenylate-binding protein 1 (Homo sapiens), P11940; inhibition, % at 20 µM; 360,000 tested, 0.36% active; AID 588489, 2011; in the data active means inhibition above about 35%, passing the limit was not always enough;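 further: plate controls were DMSO wells with GST-MLLE for no effect and wells lacking GST-MLLE protein for full effect; some results filed as inactive read as strong as hits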
# NadD block: inhibitors of S. aureus NadD, primary screen, biochemical, colorimetric, uHTS | purified NadD enzyme, colorimetric absorbance read-out | inhibition, % at 20 µM | 360,000 tested, 0.78% active; in the data active means inhibition above about 26%; further: some compounds past the cut are filed as inactive
# Scp1 inh: Scp-1 phosphatase inhibitors, primary screen, biochemical, colorimetric, uHTS | AID 493091, 2011 | Recombinant Scp1, phosphopeptide, malachite green phosphate absorbance | inhibition, % at 20 µM | 340,000 tested, 0.88% active;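 active means inhibition above about 50% at 20 µM, limit read from the data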;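 further: plate controls were DMSO wells with enzyme for no effect and wells lacking enzyme for full effect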
#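 assay system = SCP-1 phosphatase catalytic domain, residues 76-261 | buffer or medium = 50 mM Tris acetate pH 5.5, 0.005% Tween-20, 10 mM MgCl2 | incubation = enzyme reaction 45 min at room temperature, colour 5 min, stabilisation 30 min | signal = Phosphate-binding colour reagent, absorbance read at 630 nm | measure = % inhibition at 20 µM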
# TbMetRS inhib: T. brucei MetRS inhibitors, primary screen, biochemical, luminescence. AID 624268, 2012. methionyl-tRNA synthetase (Trypanosoma brucei brucei). purified T. brucei MetRS, ATP depletion, Kinase-Glo luminescence. 360,000 tested, 0.4% active. inhibition, % at 11.9 µM;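 active means inhibition above a per-plate cutoff of the control wells' mean inhibition plus 3 SD, cut at about 5.5% in these data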;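 further: 0% = DMSO wells median and 100% = median of wells with control inhibitor compound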
#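 Measured by: Kinase-Glo luciferase luminescence reporting remaining unconsumed ATP. Material: purified T. brucei MetRS enzyme. Doses: 11.9 µM compound single dose, 0.9% DMSO. Medium: HEPES buffer containing pyrophosphatase, BSA, spermine, DTT. Times: 15 min preincubation, 2 h reaction, all 25 °C. Reagent: methionine, ATP and bulk E. coli tRNA.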
# * marks the source's active call; other numbers are inactive results; i = inactive; . = no result given; + = active, no number. Compounds were not picked by outcome (roughly 3.6% active in at least one column).
SUMO1-SIM PPI	CSN inh	Rpn11 inh	LMPTP block	STEP inh	DNMT1 block	MLLE-PAM2 inh	NadD block	Scp1 inh	TbMetRS inhib	SMILES
2	-6	i	-1.5	-6	10	1	5	-2	-2.1	O=S(=O)(c1ccccc1)c1ccccc1/C=N\O
6	3	i	7.3	12	9	25	-3	19	-0.1	CCCC(C)c1nnc(NC(=O)CCS(=O)(=O)c2ccccc2)s1 (stereo not drawn)
-1	-3	i	-0.3	-1	3	-31	-2	4	0.7	CN(C)C(=O)c1cnc(Sc2ncc(C(F)(F)F)cc2Cl)n1C
-9	9	.	2.3	.	.	.	.	.	-0.4	Cc1cccc(C)c1NC(=O)C(C1CC1)n1c(=O)c(-c2ccco2)nc2ccccc21 (stereo not drawn)
4	4	i	0.8	0	-4	-3	-5	34	0.2	O=C(CN1CCOCC1)Nc1cccc(C(=O)Nc2cccc(C(F)(F)F)c2)c1
-1	3	i	-0.4	1	0	-12	-5	-8	-0.1	COc1ccc(N(CC(=O)NC2CCCC2)C(=O)Cn2nnc(-c3ccc(C)o3)n2)cc1
0	4	i	0.5	0	-1	-13	-6	-3	-0.7	CCCOc1ccc(-c2nnn(CC(=O)N3CCCCC3)n2)cc1
-4	-5	.	-1.1	.	.	.	2	.	-1.0	Nc1nc2ncccc2cc1C(=O)NC1CCCCC1
-10	5	i	3.0	0	11	-4	18	-7	-0.5	COc1ccc(C(=O)Nc2scc(-c3ccc(Cl)cc3Cl)c2C(N)=O)cc1
-5	1	i	-1.6	1	10	-8	-2	-15	-0.1	O=C(COC(=O)c1ccc2c(c1)OCCO2)NCc1ccccc1Cl
2	-1	i	0.7	-1	2	-6	-2	1	0.3	CCCn1c(SCC(=O)N(C)CC(=O)Nc2ccc(Cl)cc2)n[nH]c1=O
0	-4	i	-0.6	-4	5	-11	-10	-1	-0.7	COc1ccc(NC(=O)CN2CCN(c3c(C)cc(C)cc3C)CC2)cc1
8	-5	i	1.5	1	-5	-7	-4	-8	-0.3	COc1ccccc1N1CCN(CC(=O)Nc2ccc(S(=O)(=O)N3CCCCCC3)cc2)CC1
0	4	i	-1.2	0	2	-2	6	4	-0.4	C[C@H](CO)N1C[C@H](C)[C@@H](CN(C)C(=O)NC2CCCCC2)Oc2ccc(NC(=O)CCC(F)(F)F)cc2C1=O
2	3	i	-1.5	1	0	0	-2	-12	-0.3	O=C1CC2C(=O)NCCN2C(=NC(=O)c2ccccc2)N1 (stereo not drawn)
2	8	i	0.9	1	-4	13	-8	-5	-1.0	COc1ccccc1NC(=O)/C(=N/OCc1ccc(F)cc1)C(C)=O
-1	3	i	-0.5	1	-4	2	1	-6	-0.8	COc1ccc2oc(=O)c(C(=O)N3c4ccccc4CC3C)cc2c1 (stereo not drawn)
2	2	i	0.8	-2	5	-7	3	0	0.5	CC(C)CCOc1ccc(NC(=O)C2OC3OC(C)(C)OC3C3OC(C)(C)OC23)cc1 (stereo not drawn)
7	-1	i	-0.4	-2	-3	0	-8	1	-0.3	Cc1ccc(C(=O)NCCc2c[nH]c3ccccc23)c(C)c1
1	3	i	0.6	-1	1	2	-2	-5	-0.1	O=C(Cc1ccccc1F)OCC(=O)N1CCc2ccccc21
1	5	i	-0.8	-3	2	-10	-6	-1	-0.4	O=C(CN(C(=O)CCC(=O)Nc1nccs1)c1ccc(F)cc1)NCc1ccccc1
-5	-2	i	-0.3	-4	-1	3	-1	3	-0.4	Cc1ccccc1C(=O)Nc1ccc(N(C)C)c2ccccc12
-15	1	i	-9.5	1	2	-1	4	-6	-0.4	C=CCn1c(SC(C)C(=O)NC2CC2)nnc1-c1ccoc1C (stereo not drawn)
0	-5	i	2.5	2	5	19	-2	7	-1.0	CC(C)COC(=O)C(C)Nc1n[nH]c(=S)[nH]c1=O (stereo not drawn)
0	-1	i	-1.5	-3	-1	-7	-1	.	0.3	O=C(O)CC(c1ccccc1)c1ccc2c(c1)OCO2 (stereo not drawn)
-5	3	i	-0.7	-1	7	1	2	-1	-0.4	CCOC(=O)C1(CCc2ccccc2)CCN(C(=O)CN2CCOC2=O)CC1
-4	-5	i	-0.6	-1	0	8	1	1	-0.5	COc1cc(C2c3c(oc4ccccc4c3=O)C(=O)N2CCN2CCOCC2)cc(OC)c1OC (stereo not drawn)
6	-6	i	-2.3	-1	-1	16	-1	7	0.0	CCc1nnc(NC(=O)CSc2nnc(CNc3ccc(Cl)cc3)o2)s1
1	5	i	-1.4	2	-4	8	0	-6	-0.4	COC(=O)N/N=C\c1c(C)[nH]n(-c2ccccc2)c1=O
4	2	i	2.5	-1	-2	-19	3	-6	-0.5	O=C(O)c1ccc(N2C(=O)CC(SC(=NCc3ccc4c(c3)OCO4)Nc3ccccc3)C2=O)cc1 (stereo not drawn)
20	38*	+	68*	2	-6	6	4	.	-0.2	CC(C1SC(=S)NC1=O)C1SC(=S)NC1=O (stereo not drawn)
-12	-2	i	-0.9	2	0	3	-7	-7	-1.0	CCCN1CCN(C(=O)c2cc3c(s2)-c2ccccc2OC3)CC1
3	1	i	-0.8	1	5	-3	-2	.	-0.4	COc1cc(CNC(=O)c2cc(-c3cc(OC)ccc3Cl)n[nH]2)cc(OC)c1
0	-9	i	1.0	-3	7	7	-4	-9	-0.9	O=C(Nc1cccc(Cl)c1)Nc1ccc(Br)cc1F
-6	-1	i	0.2	-2	1	15	-14	-1	-1.4	CCOCCCN(C(=O)c1snc(C(N)=O)c1N)C(C(=O)NCCC(C)C)c1ccc(F)cc1 (stereo not drawn)
-1	1	i	2.2	2	-11	-20	-11	.	-0.3	CC(=O)c1ccc(-c2cnc3c(NC=O)cc(-c4ccc(C(=O)NC5CC5)cc4)cn23)cc1
0	4	i	1.2	-6	3	-13	5	-3	-0.4	Cc1ccnc(NS(=O)(=O)c2ccc(NC(=O)C3CCCCC3)cc2)n1
1	1	i	-0.9	-1	2	-16	-9	-11	-0.3	CCn1c(=N)n(CC(O)COc2ccc(C)cc2)c2ccccc21 (stereo not drawn)
2	2	i	-1.1	-2	0	-11	10	-9	0.4	Cc1ccc(NC(=O)Cn2nc(C(=O)O)c3ccccc3c2=O)cc1S(=O)(=O)N1CCOCC1
-14	9	i	1.5	-2	3	-2	-10	-12	-0.8	CCN(CC)CCNC(=O)c1cc2c(=O)n(CC)c3ccccc3c2s1
-5	-5	i	0.4	0	-15	1	-1	.	-0.2	O=C(Nc1cccc(OC(F)(F)F)c1)C1Cc2c(-c3cccc(F)c3)ccnc2O1 (stereo not drawn)
9	-3	i	0.6	2	5	8	4	9	0.3	Cc1c(Cl)cnc(NC(=O)COC(=O)C(NC(=O)c2ccco2)C(C)C)c1Cl (stereo not drawn)
2	2	i	-0.7	4	0	-16	0	-5	0.0	COc1ccc(N2CCN(C(=O)c3cccc(NS(=O)(=O)c4cccc(F)c4)c3)CC2)cc1
2	1	+	-1.4	1	-19	29	-6	-10	-1.4	CN(C)C(=O)CSc1cccc2cccnc12
-2	0	.	0.7	.	.	.	1	.	-1.6	CCCCOCCCNC(=O)C[C@@H]1C[C@@]2(C(=O)OCC)CCC=C2N(CCC2=CCCCC2)C1=O
7	4	i	-0.2	-3	0	-12	-3	2	-1.1	O=C(c1ccc(F)cc1F)N1CCN(c2ccccn2)CC1
1	2	i	0.2	2	-1	14	-4	4	-0.1	CCC(CC)C(=O)N=C1SC2CS(=O)(=O)CC2N1CCc1ccc(OC)c(OC)c1 (stereo not drawn)
-3	4	i	0.3	0	-2	4	5	2	0.1	Cc1cccc(S(=O)(=O)C(C#N)c2nc3ccccc3nc2N2CCOCC2)c1 (stereo not drawn)

# Another view of 4 compounds above.
smiles | SUMO1-SIM PPI | CSN inh | Rpn11 inh | LMPTP block | STEP inh | DNMT1 block | MLLE-PAM2 inh | NadD block | Scp1 inh | TbMetRS inhib
Cc1cccc(C)c1NC(=O)C(C1CC1)n1c(=O)c(-c2ccco2)nc2ccccc21 (stereo not drawn) | -9 | 9 | . | 2.3 | . | . | . | . | . | -0.4
O=C(CN1CCOCC1)Nc1cccc(C(=O)Nc2cccc(C(F)(F)F)c2)c1 | 4 | 4 | i | 0.8 | 0 | -4 | -3 | -5 | 34 | 0.2
COc1ccc(N(CC(=O)NC2CCCC2)C(=O)Cn2nnc(-c3ccc(C)o3)n2)cc1 | -1 | 3 | i | -0.4 | 1 | 0 | -12 | -5 | -8 | -0.1
CCCOc1ccc(-c2nnn(CC(=O)N3CCCCC3)n2)cc1 | 0 | 4 | i | 0.5 | 0 | -1 | -13 | -6 | -3 | -0.7

# (cont.)
SUMO1-SIM PPI	CSN inh	Rpn11 inh	LMPTP block	STEP inh	DNMT1 block	MLLE-PAM2 inh	NadD block	Scp1 inh	TbMetRS inhib	SMILES
14	18	+	0.8	-1	1	-36	8	-6	0.2	Cc1nn(-c2ccccc2)c(Cl)c1/C=C1\SC(=S)NC1=O
12	-5	i	-2.2	2	-1	-128	-8	-5	-0.8	Cc1cccc(NC(=O)c2cccc(NC3=NC4CS(=O)(=O)CC4S3)c2)c1 (stereo not drawn)
4	5	i	-0.9	-5	7	-4	-2	-2	-1.6	CN(C)C(=O)CSC1c2ccccc2C(=O)N1c1ccccc1 (stereo not drawn)
15	-6	i	10	3	3	-13	12	-2	0.1	C[C@@H](CSc1ccc(Br)cc1)CN1CC[C@H](C(C)(C)C)CCC1=O
10	25	.	3.1	1	11	-34	9	5	0.8	Cc1cc(O)c(C(=O)/C=C/c2ccccc2Br)c(=O)o1
0	3	i	-0.6	-4	-4	4	-6	-9	0.8	O=C(CN1CCN(Cc2ccc3c(c2)OCO3)CC1)Nc1ccc(N2CCOCC2)cc1
